From PubChem
TDP2 inh – human TDP2 enzyme inhibitors, primary screen, biochemical, epi absorbance, recombinant enzyme; AID 720702, 2013; Tyrosyl-DNA phosphodiesterase 2 (Homo sapiens), O95551; T5PNP hydrolysis, p-nitrophenol absorbance 415 nm; inhibition, % at 12.8 µM; 370,000 tested, 0.34% active;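 active = inhibition above the mean of all tested compounds plus 3 SD, set per campaign, cut at about 25% in these data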;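 note: 0% = DMSO with enzyme and 100% = buffer with substrate but no TDP2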
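test system = human TDP2 enzyme | input = TDP2 enzyme at 120 nM final | medium = 50 mM Tris-HCl pH 7.5 with Mg2+, KCl, DTT, BSA | also added = T5PNP substrate, 5 mM | times = 2 h at 37 °C | technique = epi absorbance | benchmarks = high control without enzyme, low control DMSO plus TDP2 | replication = each compound tested once, singlicate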
SIAE inh – human SIAE inhibitors, primary screen, biochemical, fluorescence polarization, FP-Rh probe, 1536-well HTS; SIAE FP-Rh probe binding; inhibition, % at 9.66 µM; 370,000 tested, 0.69% active; AID 1053197, 2014;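 active = inhibition above a cutoff: mean of compounds within the control limits plus 3 SD of those, cut at about 17% in these data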;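 note: 0% = plate median of compound wells and 100% = probe without SIAE protein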
mABHD4 FP – ABHD4 inhibitors, primary screen, biochemical, fluorescence polarization, mouse. inhibition, % at 8.92 µM. purified mABHD4, FP-Rh probe fluorescence polarization. AID 720543, 2013. 370,000 tested, 0.54% active;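 active = inhibition exceeding the mean over every tested compound plus 3 SD, cut at about 30% in these data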;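 note: 0% = plate median of compound wells and 100% = S159A mutant with DMSO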
Target sequence (Q8VD66 whole entry, looked up): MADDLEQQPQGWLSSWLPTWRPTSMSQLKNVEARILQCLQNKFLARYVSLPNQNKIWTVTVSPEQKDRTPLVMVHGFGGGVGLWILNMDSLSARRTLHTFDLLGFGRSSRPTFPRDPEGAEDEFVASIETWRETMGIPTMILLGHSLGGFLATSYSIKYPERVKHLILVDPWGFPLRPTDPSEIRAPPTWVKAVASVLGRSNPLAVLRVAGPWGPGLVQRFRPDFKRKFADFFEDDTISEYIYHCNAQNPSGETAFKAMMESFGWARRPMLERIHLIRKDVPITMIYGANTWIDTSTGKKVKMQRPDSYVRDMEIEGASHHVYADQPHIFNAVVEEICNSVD
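Material: mouse ABHD4 enzyme, wild type; Benchmarks: S159A mutant high control, sample median low control; Buffer or medium: HEPES pH 7.0, NaCl, Pluronic buffer; Signal: fluorescence polarization; Read-out: percent inhibition of probe binding, normalized to plate controls; Timing: pre-incubation 45 min, probe exposure 60 min, at 25 °C; Dosing: 8.92 µM, single dose.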
HTRA1 inh – HTRA1 serine protease inhibitors, primary screen, biochemical, fluorescence polarization, HTS; Q92743; recombinant HTRA1, FP-rhodamine activity-based probe; inhibition, % at 5.96 µM; 340,000 tested, 0.5% active; in the data active = inhibition above about 36%;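 note: 0% = enzyme with DMSO and 100% = wells lacking enzyme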
PRMT1 inh – PRMT1 methyltransferase inhibitors, primary screen, biochemical, fluorescence polarization | 370,000 tested, 1.3% active | recombinant PRMT1, activity-based probe fluorescence polarization | AID 652257, 2013 | inhibition, % at 2.79 µM;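 active = inhibition above about 21% made by adding two undisclosed values, limit read from the data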
Target sequence (Q99873 whole entry, looked up): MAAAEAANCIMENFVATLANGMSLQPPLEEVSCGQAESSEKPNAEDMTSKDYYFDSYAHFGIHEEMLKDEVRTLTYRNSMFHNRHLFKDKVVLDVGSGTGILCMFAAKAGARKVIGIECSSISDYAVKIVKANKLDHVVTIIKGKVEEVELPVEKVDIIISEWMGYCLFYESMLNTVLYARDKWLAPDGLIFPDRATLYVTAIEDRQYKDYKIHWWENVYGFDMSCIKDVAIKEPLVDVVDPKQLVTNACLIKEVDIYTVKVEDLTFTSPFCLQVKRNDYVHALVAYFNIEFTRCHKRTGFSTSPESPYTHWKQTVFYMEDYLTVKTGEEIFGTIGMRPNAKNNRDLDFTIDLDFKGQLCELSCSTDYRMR
PG9 binder – binders of HIV-1 gp120 antibody PG9, primary screen, biochemical, TR-FRET; HIV-1 gp120 / PG9 antibody interaction; inhibition, % at 6.7 µM; TR-FRET gp120-PG9 antibody binding; 360,000 tested, 0.43% active; AID 624416, 2012; in the data active = inhibition above about 8.5%
LEDGF integ inh – blockers of LEDGF/p75-dependent integrase strand transfer – biochemical, TR-FRET, high throughput, primary screen; HIV-1 integrase (with human LEDGF/p75); TR-FRET IN-LEDGF/p75 DNA integration, Eu/Cy5; 370,000 tested, 0.64% active; AID 743269, 2014; inhibition, % at 3.7 µM;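 active = inhibition above the screen-wide mean plus 3 SD, cut at about 13% in these data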;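 note: signal is the Cy5 over europium emission ratio at 671 and 618 nm; 0% = plate median of compound wells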
Rev-erbA mod – modulators of Rev-erb alpha DNA binding, primary screen, biochemical, FITC-DNA, fluorescence polarization, uHTS; AID 1259318, 2017; 370,000 tested, 0.79% active; Rev-erbα–FITC-DNA binding, 90 min; activity, % at 10 µM;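 active = activity above about 14%, limit read from the data; passing the limit was not always enough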;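 note: 0% = DMSO wells with 35 nM protein and 100% = DMSO wells with 750 nM protein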
TCR CD3 inh – inhibitors of human TCR-CD3 interaction, primary screen, biochemical, fluorescence, TAMRA-labeled TCR probe. inhibition, % at 9.4 µM. 360,000 tested, 0.37% active; in the data active = inhibition above about 19%;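 note: recombinant mutant TCR 2C K166C tagged with TAMRA read by polarization; 0% = receptor in buffer alone and 100% = receptor with positive control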
rCAG binder – binders of r(CAG) RNA repeats, primary screen, biochemical, fluorescence; r(CAG) RNA repeat, TO-PRO-1 dye displacement fluorescence; inhibition, % at 3 µM; 370,000 tested, 1.3% active; AID 651821, 2012;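 active = inhibition above the plate cutoff, the mean of all test compounds on that plate plus 3 SD, cut at about 35% in these data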;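 note: 0% = DMSO alone and 100% = 100 µM mitoxantrone as full dye displacement; higher means more dye released from RNA so lower well fluorescence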
* marks the source's active call; other numbers are inactive results; / = no result given. These rows are one share of the data. The share of hits here may be higher or lower than overall.

SMILES	TDP2 inh	SIAE inh	mABHD4 FP	HTRA1 inh	PRMT1 inh	PG9 binder	LEDGF integ inh	Rev-erbA mod	TCR CD3 inh	rCAG binder
C/C=C/c1ccc([C@H]2[C@@H](CN(CC(C)C)S(=O)(=O)c3ccccc3[N+](=O)[O-])N(C(=O)Nc3cccc(OC)c3)[C@H]2CO)cc1	0	-12	-16	/	-3	/	1	3	/	11
CCn1c(O)c2ccc(C(=O)N=NC(=O)c3cccnc3)cc2c1O	-8	-6	4	1	-1	1.1	-6	7	4	0
CCCNC(=O)CSc1nc(-c2cccs2)cc(C(F)(F)F)n1	-5	-2	-1	0	-3	-0.1	3	10	1	-4
O=C(Nc1cccnc1)c1ccc(CSc2ccccc2)cc1	11	-8	1	0	0	-1.5	0	2	9	1
CCc1nc2ccc(C(=O)N3CCN(c4cccc(C)c4C)CC3)cc2nc1CC	2	5	4	12	-4	-0.5	1	2	5	-5
CCOC(=O)c1nn(-c2ccc(F)cc2)c2nc(Nc3ccccc3)cc(=O)n12	6	-7	-3	-11	3	-1.4	-1	-5	2	5
CCCN1C2CCCC1CC(NC(=S)Nc1cccc(C)c1)C2 (stereo not given)	4	4	4	-2	1	-0.1	-1	2	-5	2
CCCCn1nc(C(=O)N2CCc3ccccc32)c2ccccc2c1=O	5	9	1	-10	2	0.8	-2	-3	-2	-3
CCOC(=O)c1cccc(NC(=O)/C(=C\c2ccccc2)NC(=O)c2ccccc2Cl)c1	-16	-4	-12	-5	4	-1.6	-8	6	-8	6
O=C(Nc1ccnn1C1CCN(C(=O)c2cccnc2)CC1)c1cccc(F)c1	-4	-7	4	5	3	0.2	2	-9	0	3
Cc1cccc(C)c1N1C(=O)c2ccccc2NC(=O)C1C(=O)NCCOc1ccccc1 (stereo not given)	-3	-1	10	/	-3	-1.3	-4	-3	12	0
COc1ccc(-c2cc(=O)[nH]c(=S)[nH]2)cc1	-8	-6	1	-2	4	-0.5	0	-2	-1	-3
O=c1oc(-c2ccccc2F)nc2c1cnn2-c1ccccc1	14	6	3	-2	0	20*	1	-1	-3	0
COc1ccccc1NC(=O)c1cc[n+]([O-])cc1	-5	3	-1	9	-3	-3.3	5	2	5	0
Cc1nc(N2CCN(c3ccccn3)CC2)c2c(C)c(C(=O)Nc3ccc(F)c(Cl)c3)sc2n1	12	-3	-3	-1	-9	-0.3	4	32*	7	1
CCOC(=O)C1=C(C)N(CCO)C(=O)NC1c1cccc(O)c1 (stereo not given)	-3	4	-3	1	1	0.4	2	1	-4	1
CN1CCN(c2ccc(S(=O)(=O)N3CCCCC3)cc2NC(=O)COc2ccc(F)cc2)CC1	-10	6	1	-12	-2	0.3	-1	-3	2	-2
CCOc1ccccc1NC(=O)COC(=O)Cc1cccs1	-8	8	0	2	2	1.5	-7	-4	0	-2
CC(C)Oc1ccc(OCCSc2nc3ccccc3n2CC(=O)O)cc1	15	6	9	0	5	-0.4	-5	-6	1	18
CC(=NCC1CCNCC1)C1=C(O)CC(C)(C)CC1=O	-8	-5	0	2	-1	-0.1	-7	8	-2	-1
COc1cccc(CN2CCN(C(=O)c3cccc4ccccc34)CC2)c1OC	-3	-8	16	0	1	0.8	-2	2	-6	-9
O=C(CC1N=C2c3ccccc3N=C(SCc3ccccc3Cl)N2C1=O)NCc1ccco1 (stereo not given)	2	-4	-5	-12	26*	0.7	6	/	1	5
COc1ccc(NC(=O)CN(C)CCOc2ccc(Cl)cc2)cc1OC	8	2	8	8	2	0.9	4	-10	-10	-5
CCC(Sc1nc2sc(C(=O)OC)c(C)c2c(=O)n1N)C(=O)N(CC)CC (stereo not given)	-6	1	4	5	-5	1.5	2	-3	4	-3
Cc1onc(-c2ccccc2)c1C(=O)NC(C)CCc1ccccc1 (stereo not given)	4	-1	5	-1	2	-0.2	-1	2	0	-4
Cc1cccnc1NC(=S)NCCc1ccccc1	-8	5	-7	-7	20	0.2	-6	-5	-9	2
COC(=O)c1sccc1OCc1cccc(OC)c1	7	2	-1	1	2	-2.0	3	1	1	0
O=C(Nc1cccnc1)c1ccc2c(c1)OCO2	3	-4	0	3	3	0.9	-2	-2	-1	-2
CC(C)CNc1ncnc2[nH]ncc12	-8	3	-1	11	-6	-0.4	-1	2	2	2
CN(C)S(=O)(=O)c1ccc(C(=O)Nc2cc3c(cc2C(=O)O)OCCCO3)cc1	-17	-26	-15	-6	7	1.7	3	4	-10	59*
COCc1nn2c(N)c(C#N)cnc2c1-c1ccccc1	-2	5	8	0	-2	-1.3	2	5	4	4
[O-]/[N+](=C/c1ccco1)c1ccccc1	2	7	2	-3	-4	1.1	2	-3	2	3
COc1ccc(NC(=O)c2ccccc2NC(=O)NC2CCCCC2)cc1	0	-8	47*	-8	-2	-1.3	2	-4	6	-2
CCOc1ccc(C2=Nn3c(nnc3-c3cccnc3)SC2)cc1	-4	4	2	-6	-1	-2.3	0	3	6	-6
CC(C)CC(NC(=O)OC(C)(C)C)C(=O)NC(C(=O)N1CCCC1C(N)=O)C(C)C (stereo not given)	-4	-1	-1	-3	-3	0.9	-3	-3	3	-4
Cc1ccc(Cc2nnc3n(-c4ccccc4)nc(C(=O)c4ccccc4)n3c2=O)cc1	-8	-4	-1	-16	6	-2.2	-6	5	1	10
O=C1CSC(=Nc2cccc(C(=O)O)c2)N1	1	6	0	2	1	0.3	-1	-4	-8	-2
CCCCN(C)C1CCN(C(=S)Nc2ccc(OCC)cc2)CC1	-10	4	7	-5	1	-0.8	-2	-5	5	-1
CN(CC(=O)Nc1ccccc1Cl)C(=O)C1CCN(C(=O)c2ccc(F)cc2)CC1	5	-10	1	1	3	0.5	-4	-2	2	-4
Cc1cccc(N2CCN(C3C(=O)Nc4ccccc4-n4nnnc43)CC2)c1C (stereo not given)	2	-8	-1	/	-1	-0.2	0	6	0	6
COc1ccc(N(CC(=O)N2c3ccccc3CC2C)S(=O)(=O)c2c(C)nn(C)c2C)cc1 (stereo not given)	6	4	-4	-14	-5	-1.2	4	4	-4	1
O=C(CC1C(=O)NCCN1Cc1ccccc1C(F)(F)F)NCCn1cccn1 (stereo not given)	8	-18	-3	11	-1	-1.2	3	1	0	-5
COc1ccc(/C=N/Nc2ccc([N+](=O)[O-])cc2)cc1Cn1cc([N+](=O)[O-])cn1	-1	-7	6	2	0	-3.5	-1	-4	2	8
CN(C(=O)c1cccc(NC(=O)Cc2cccc(NC(=O)C3CCN(C(=O)C4CCC4)CC3)c2)c1)C1CCC1	-2	7	-6	4	2	-0.5	4	-1	-6	4
Nc1nc2c(Br)ccc(Br)c2cc1C(=O)NCc1cccc2ccccc12	5	-27	-3	/	-1	0.5	1	10	3	12
CC1CCN(S(=O)(=O)c2ccc3c(c2)N(CC(=O)NCc2cccnc2)C(=O)CS3)CC1	6	-4	2	11	4	0.2	1	-4	-5	0
CCn1nc(NC(=O)COC)c2cc3cccc(C)c3nc21	-4	-3	-8	0	0	-0.3	-2	4	4	1
COc1ccc(N2CCN(C(=O)COC(=O)c3nc(Cl)ccc3Cl)CC2)cc1	-1	4	-3	-6	-3	-3.5	4	4	0	-1
CN(NC1OC(=O)c2ccccc21)c1ccccc1[N+](=O)[O-] (stereo not given)	-6	0	1	10	-1	1.1	-2	4	-4	3
COc1ccc(NC(=O)Cn2c(=O)n(-c3ccccc3)c(=O)c3oc4ccccc4c32)c(OC)c1	3	1	4	1	-3	-0.3	1	12	1	1
COc1ccc(CCNC(=O)CSc2nnc(CNC(=O)c3ccccc3F)o2)cc1OC	3	-2	6	-11	-1	-1.3	0	0	3	-4
